Screening results (PubChem BioAssay)
NS5 inhibitors: Dengue-2 NS5 methyltransferase inhibitors, primary screen, biochemical, confirmation dose response (AID 588689). Dengue-2 NS5 methyltransferase capping enzyme assay, biochemical; higher % means a stronger effect. one-dose inhibition, % at 25 µM; IC50 in µM for titrated hits. actives 0.3% (n = 340,000); in the data active = a potency from the dose series; inconclusive = inhibition above about 29% without an active follow-up result
GPR35 arrestin U2OS: GPR35 antagonists blocking zaprinast-driven arrestin recruitment, primary screen, imaging, U2OS, beta-arrestin-GFP, zaprinast agonist (AID 2058); actives 0.052% (n = 290,000); U2OS GPR35 beta-arrestin-GFP translocation imaging, zaprinast antagonism; higher % means a stronger effect; one-dose inhibition, % at 10 µM; IC50 in µM for titrated hits;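 active = inhibition of at least 50% with at least 30 cells and total cytoplasm GFP at most 10,000,000; inconclusive = under 30 cells or total GFP of 10,000,000 plus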
NTR1 agonist: agonists of NTR1, primary screen, imaging, U2OS cells, beta-arrestin-GFP, high content (AID 493036); P30989; NTR1-U2OS beta-arrestin-GFP spot imaging, agonist mode; activation, % at 20 µM; actives 0.17% (n = 330,000);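 active = activation at or above 40% of the spot to cytoplasm intensity ratio, with at least 20 cells analyzed; inconclusive = wells under 20 cells, flagged as cytotoxic or low count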;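 also: 0% = DMSO without peptide and 100% = 100 nM NTR1 peptide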
Target sequence (P30989 whole entry, looked up): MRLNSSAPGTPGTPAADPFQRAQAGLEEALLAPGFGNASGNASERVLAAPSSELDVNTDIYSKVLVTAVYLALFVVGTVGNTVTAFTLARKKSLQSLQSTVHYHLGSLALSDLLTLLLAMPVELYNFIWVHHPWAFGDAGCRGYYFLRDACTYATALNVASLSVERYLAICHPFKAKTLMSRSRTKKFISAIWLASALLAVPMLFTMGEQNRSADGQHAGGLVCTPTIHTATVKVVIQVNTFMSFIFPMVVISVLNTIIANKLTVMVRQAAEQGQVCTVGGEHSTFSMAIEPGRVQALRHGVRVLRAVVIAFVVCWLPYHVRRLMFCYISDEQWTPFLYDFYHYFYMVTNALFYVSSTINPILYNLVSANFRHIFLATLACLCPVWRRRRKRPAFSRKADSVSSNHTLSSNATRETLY
Siah-1 displacement: blockers of Siah-1 interaction with plectin peptide – biochemical, fluorescence polarization, rhodamine-plectin, uHTS, primary screen (AID 1817); Siah-1 / rhodamine-plectin peptide fluorescence polarization; higher % means a stronger effect; one-dose displacement, % at 20 µM; IC50 in µM for titrated hits; actives 0.02% (n = 290,000);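 active = displacement of at least 50% at 20 µM, with a fluorescence ratio check between 0.3 and a set limit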;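 also: plate controls were Siah plus tracer with DMSO for no effect and tracer alone without Siah for full effect; strong numbers were not always called active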
GPR55 LPI antagonism: inhibition of LPI-stimulated GPR55 beta-arrestin translocation – imaging, U2OS, beta-arrestin-GFP, LPI agonist, primary screen (AID 2013); U2OS GPR55 beta-arrestin-GFP translocation imaging, LPI antagonism; higher % means a stronger effect; one-dose inhibition, % at 10 µM; IC50 in µM for titrated hits; actives 0.13% (n = 290,000);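 active = spots per cell inhibited over 60%, with over 100 cells counted and total cytoplasm intensity under 500,000; inconclusive = wells with under 100 cells, flagged as likely toxic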;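 also: U2OS cells stably carrying GPR55 and arrestin-GFP stimulated by 5 µM LPI near EC80; imaged beta-arrestin-GFP aggregate spots per cell after agonist stimulation; plate controls were LPI-stimulated DMSO wells for no effect and DMSO wells without LPI for full effect; some results filed as inactive read as strong as hits; confirmed hits need IC50 under 10 µM and bright autofluorescent wells are also inconclusive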
GPR55 activation: GPR55 agonists via beta-arrestin recruitment, primary screen, imaging, U2OS cells, beta-arrestin-GFP redistribution (AID 1961); actives 0.048% (n = 290,000); activation, % at 10 µM, or EC50 in µM where a hit was titrated; U2OS GPR55 beta-arrestin-GFP redistribution imaging; higher % means a stronger effect;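 active = activation above 40% with more than 50 cells counted in the well; inconclusive = wells holding fewer than 50 cells, flagged as toxic or sparse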;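 also: U2OS osteosarcoma cells stably expressing GPR55 and beta-arrestin-GFP; plate controls were DMSO negative control for no effect and LPI positive control for full effect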
K1F lysis inhibition: protection from phage-mediated lysis, alamar blue read-out – E. coli UTI89, K1F phage, bacterial capsule biogenesis inhibitors (AID 488966) | E. coli UTI89 K1F phage lysis, alamar blue, 2 h; higher % means a stronger effect | inhibition, % at 100 µM; hits with a dose series show IC50 in µM | actives 0.02% (n = 340,000);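 active = phage lysis inhibition, versus mean bacterial control, above a set limit; inconclusive = no clear call, values can overlap the other calls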;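 also: capsule biogenesis inhibitors block K1F phage lysis so surviving cells raise fluorescence; higher fluorescence means more inhibition of phage lysis; actives were called in the ten point dose series up to 300 µM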
AID2073: inhibitors of Mint1-CaV2.2 protein interaction, biochemical, HTRF (AID 2073); actives 0.19% (n = 290,000); HTRF protein-protein interaction, Mint1-CaV2.2; higher % means a stronger effect; inhibition, % at 20 µM, or IC50 in µM where a hit was titrated; in the data active = inhibition mostly above about 51%, no sharp cut-off; inconclusive = no clear call, values can overlap the other calls; inactive = mostly below about 53%; also: some results filed as inactive read as strong as hits
HIV fusion peptide: inhibitors of HIV fusion peptide binding, primary screen, biochemical, uHTS, fluorescence dequenching (AID 1986) | actives 0.3% (n = 290,000) | one-dose inhibition, % at 20 µM; IC50 in µM for titrated hits | cell-free peptide binding, fluorescence dequenching, 30 min; higher % means a stronger effect; in the data active = inhibition mostly above about 52%, no sharp cut-off; inactive = mostly below about 76%; also: some results filed as inactive read as strong as hits
NTR1 agonist cell count 20 µM: further read-out of NTR1 agonist, marked with its call; cell count; measured here: cell count, cytotoxicity flag
NS5 inhibitors pilot replicate: second read-out of NS5 inhibitors, no call of its own (marks repeat the call); inhibition, %; measured here: pilot screen replicate inhibition
Starred values were filed as active, the others as inactive; ? = inconclusive; . = not tested or not shown; [ ] = dose if it differs, or a comment. This is a subset, so the mix of outcomes need not match the whole.

SMILES	NS5 inhibitors	GPR35 arrestin U2OS	NTR1 agonist	NTR1 agonist cell count 20 µM	Siah-1 displacement	GPR55 LPI antagonism	GPR55 activation	K1F lysis inhibition	AID2073	HIV fusion peptide	others
c1ccc2c(c1)OCC(C1=NCCN1)O2 (configuration not stated)	-1%	-24%	9.2	68	3%	6%	-0.2%	0.7%	-1%	-1.5%
O=C(O)c1ccccc1-c1ccc(C=C2C(=O)N(c3ccccc3)C(=S)N(c3ccccc3)C2=O)o1	12µM*	-7%	2.0	58	9%	25%	-0.3%	-1.2%	68%	40%
N#Cc1cc(F)c(N2CCNCC2)cc1Cl	-5%	-3%	-1.4	49	2%	-9%	0.3%	2.9%	8%	2.1%
Nc1cnn(-c2ccccc2)c(=O)c1Cl	.	-6%	0.6	51	4%	5%	-0.3%	2.7%	3%	0.8%
NC(=O)Nc1ccc(C(=O)OCC(=O)Nc2ccc(Cl)cc2C(=O)c2ccccc2)cc1	-8%	5%	7.6	74	4%	0%	-0.2%	-0.1%	6%	-2.0%
O=P1(Oc2ccccc2)C[C@@H](O)[C@@H](O)[C@H](COCc2ccccc2)O1 (some centres not stated)	-2%	-8%	0.7	84	10%	9%	0.6%	1.3%	3%	2.4%
CN1CCC(O)(c2ccccc2)C(C(=O)c2ccccc2)C1 (configuration not stated)	-7%	17%	-2.3	51	-2%	1%	-0.3%	1.1%	6%	-1.8%
O=C(CCN1CCOCC1)Nc1ccc(Br)cc1C(=O)c1ccccc1	1%	-10%	-0.6	53	-8%	1%	-0.1%	0.0%	4%	2.2%
CC1=CC2/C=C(\C)CCC(O)C(O)/C=C/C(=O)C23C(=O)NC(CC(C)C)C3C1C (configuration not stated)	-22%	3.1µM*	12	88	-1%	18%	.	0.3%	27%	0.2%
CN1CCN(c2ccc(N)c(N3CCN(C)CC3)c2)CC1	20%	10%	-1.0	68	-2%	6%	-0.1%	-0.1%	9%	0.3%
CC(C)n1c(=O)c(C=Nc2ccc(S(N)(=O)=O)cc2)c(O)n(Cc2ccco2)c1=O	-50%	2%	-1.5	45	4%	-5%	-0.1%	1.1%	54%	140%
O=c1c2ccccc2nc(/C=C/c2ccc3c(c2)OCO3)n1-c1ccccc1	-6%	6%	-2.1	71	-7%	22%	-0.2%	-0.1%[50 µM]	4%	-1.8%
O=C1NC(=O)N(c2ccccc2F)C(=O)/C1=C/c1ccc(Sc2nc3ccccc3[nH]2)o1	?	6%	.	.	8%	7%	0.0%	0.2%	10%	39%
CCC(=Nc1ccccc1NC(C)=O)c1c(O)n(C)c(=O)n(C)c1=O	-4%	4%	-0.3	42	1%	8%	-0.1%	0.2%	2%	0.8%
CC(=NCCN1CCCCC1)c1c(O)[nH]c(=O)[nH]c1=O	11%	7%	2.3	100	1%	13%	-0.1%	0.0%	9%	-0.8%	NS5 inhibitors pilot replicate=-1.7
CCC(C)N1C(=O)NC(=O)C2(Cc3c(ccc4ccccc34)N(C)C2)C1=O (configuration not stated)	-2%	-2%	0.7	87	3%	7%	0.8%	0.3%	-37%	-1.4%
C/C(=N\NC(=O)c1ccccc1O)c1c(O)n(Cc2ccccc2)c(=O)[nH]c1=O	5%	-5%	1.2	42	-7%	11%	-0.1%	2.6%	14%	40%
CCCc1[nH]nc2c1C1(C(=O)N(Cc3ccccc3)c3ccccc31)C(C(=O)OC)=C(N)O2 (configuration not stated)	-9%	-10%	-1.9	90	-3%	51%	0.2%	-0.7%	-3%	-1.4%	NS5 inhibitors pilot replicate=-5.8
Oc1ccc2c3c1O[C@H]1c4[nH]c5ccccc5c4C[C@@]4(O)C(C2)N(CC2CC2)CC[C@]314	.	-23%	1.6	52	-1%	-3%	-0.1%	.	-20%	-4.2%
CNS(=O)(=O)c1ccc(-c2ccc(C=C3C(=O)NC(=O)NC3=O)o2)cc1	40%	-2%	2.3	78	-1%	2%	0.2%	1.7%	35%	27%

The closing 2 compounds of the section before lead into the next.
SMILES	NS5 inhibitors	GPR35 arrestin U2OS	NTR1 agonist	NTR1 agonist cell count 20 µM	Siah-1 displacement	GPR55 LPI antagonism	GPR55 activation	K1F lysis inhibition	AID2073	HIV fusion peptide	others
Oc1ccc2c3c1O[C@H]1c4[nH]c5ccccc5c4C[C@@]4(O)C(C2)N(CC2CC2)CC[C@]314	.	-23%	1.6	52	-1%	-3%	-0.1%	.	-20%	-4.2%
CNS(=O)(=O)c1ccc(-c2ccc(C=C3C(=O)NC(=O)NC3=O)o2)cc1	40%	-2%	2.3	78	-1%	2%	0.2%	1.7%	35%	27%
CC/C(=N\Nc1ccccc1)c1c(O)n(C)c(=O)n(C)c1=O	4%	14%	0.9	57	5%	1%	-0.1%	3.2%	-5%	-1.4%
Cc1ccsc1CNCCc1ccc(F)cc1	-8%	7%	-1.0	74	10%	-11%	0.2%	0.6%	-4%	1.3%
CCN(CC)CCN=Cc1c(O)n(C2CCCCCC2)c(=O)[nH]c1=O	-18%	-5%	1.4	47	0%	1%	-0.2%	0.2%	0%	-1.7%
CN(C)S(=O)(=O)c1cc(NC(=O)COC(=O)Cc2ccccc2)ccc1Cl	-2%	9%	-0.6	54	-7%	4%	-0.3%	-1.7%	7%	-1.7%
COC(=O)C1=C(N)Oc2cc(C)oc(=O)c2C12C(=O)Nc1ccccc12 (configuration not stated)	3%	1%	0.1	49	-6%	7%	0.3%	0.1%	8%	-0.4%
NC(=O)CS(=O)C(c1ccccc1)c1ccccc1 (configuration not stated)	.	-22%	.	.	7%	-6%	-0.5%	.	3%	-0.5%
CCCC[N+]12CCC(CC1)C(C(O)(c1ccccc1)c1ccccc1)C2 (configuration not stated)	2%	2%	-0.2	67	-1%	9%	1.7%	1.0%	-11%	-0.7%
Cc1ccc2cc3cc(C(=O)N4CCC5(CC4)OCCO5)oc3nc2c1	-6%	-16%	-0.8	44	-3%	18%	1.4%	0.8%	17%	0.4%
Cc1ccc2occ(CN3CC4CC(C3)c3cccc(=O)n3C4)c(=O)c2c1 (configuration not stated)	-6%	2%	-0.4	42	4%	0%	0.2%	-1.5%	-41%	-3.8%
CCC(=NCc1cccnc1)c1c(O)n(C2CCCCC2)c(=O)[nH]c1=O	-14%	-23%	2.1	75	3%	-5%	0.3%	0.1%	-11%	0.5%	NS5 inhibitors pilot replicate=-1.2
COc1ccc(Cc2c(O)[nH]c(=O)[nH]c2=O)c(OC)c1	-5%	-4%	0.1	67	11%	8%	-0.3%	0.0%[50 µM]	5%	-1.6%
CC(C)[C@@]1(NC(=O)[C@@H]2C[C@@H]3c4cccc5[nH]cc(c45)C[C@H]3N(C)C2)O[C@@]2(O)[C@@H]3CCCN3C(=O)[C@H](Cc3ccccc3)N2C1=O	3%	-5%	5.0	50	5%	6%	-0.2%	6.3%	13%	39%
Cc1ncc([N+](=O)[O-])n1CCOc1nonc1N	-8%	4%	0.4	37	-3%	11%	-0.4%	-0.5%	8%	-0.5%
COc1ccc(NC(=O)N2C[C@@H]3C[C@@H](C2)c2cccc(=O)n2C3)c(OC)c1	-1%	1%	-1.4	89	2%	1%	-0.1%	2.9%	-5%	-0.8%
CCOc1ccccc1-n1c(O)c(C=NCc2ccc3c(c2)OCO3)c(=O)[nH]c1=O	1%	14%	1.3	40	1%	2%	-0.2%	1.0%	-2%	0.6%
COc1ccc(-c2csc(NC(=O)COC(=O)Cc3ccccc3)n2)cc1OC	.	6%	-0.4	39	3%	2%	0.3%	.	4%	-0.7%
CCCN1CCC(NC2CCC(O)CC2)CC1 (configuration not stated)	-1%	0%	0.0	64	7%	18%	0.3%	0.1%	5%	2.4%
COc1cccc(CN2CCCCC2c2cccnc2)c1 (configuration not stated)	-1%	11%	1.1	39	-2%	-2%	-0.3%	0.5%	9%	15%
COc1cccc(-c2nc(CS(=O)CC(=O)N3CCC4(CC3)OCCO4)c(C)o2)c1 (configuration not stated)	-7%	-2%	-1.0	87	0%	-17%	0.3%	0.3%	-8%	-2.2%	NS5 inhibitors pilot replicate=-3.2
Cn1nc(N)c2c1N=P(N1CCOCC1)(N1CCOCC1)N=C2c1ccccc1	-1%	9%	-1.4	38	-3%	10%	-0.3%	2.6%	-1%	-0.4%
Cc1ccc2c(c1)C1CN(C)CCC1N2S(=O)(=O)c1ccccc1 (configuration not stated)	0%	3%	0.1	56	-1%	-4%	0.2%	4.4%	0%	-0.1%
CN1CCN(C(=O)COc2ccc(Oc3ccccc3)cc2)CC1	1%	-5%	2.5	24	-5%	8%	-0.2%	0.1%	-11%	0.6%
CSc1ccc(C(=O)C2CCCN(Cc3cnc(SC)nc3)C2)cc1 (configuration not stated)	-3%	3%	3.6	78	-3%	3%	0.3%	0.0%	0%	-1.0%
Cc1ccc(-c2ccc(=O)n(CC(=O)N3CCC4(CC3)OCCO4)n2)cc1	-6%	15%	0.1	56	21%	8%	1.0%	0.1%	1%	2.7%
CCOC(=O)CC1=C(C(=O)OCC)C2(C(=O)N1CC(=O)OC)C(C#N)=C(N)Oc1ccccc12 (configuration not stated)	-2%	0%	0.4	56	2%	-3%	0.2%	4.4%	43%	-1.7%
c1ccc(Cn2ccnc2)cc1	-4%	-6%	1.5	46	0%	-5%	0.2%	0.7%	26%	3.6%
O=P(Nc1cccc(Cl)c1)(Oc1ccccc1)Oc1ccccc1	-6%	-15%	15	43	-2%	28%	0.7%	-0.3%	8%	1.9%
CCN(CC)S(=O)(=O)c1cccc(N=Nc2c(O)n(CC)c(=S)n(CC)c2=O)c1	-13%	11%	4.7	59	-6%	11%	0.6%	-0.1%	-13%	-3.8%
